# ATXN2 expr inh – inhibitors of ATXN2 expression | Potency, µM (doses to about 57 µM), without a hit: at the highest dose activity change, negative = inhibition, usual class: inhibitors | HEK-293 ATXN2-luciferase reporter, luminescence, 24 h | 360,000 tested, 0.72% active; also: % is scaled to controls: 0 for no effect and ±100 for the full control effect; nearly all actives have a fitted effect of over 55% in size
#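 ATXN2-luciferase reporter cells (luciferase flanked by upstream and downstream ATXN2 gene portions) were treated 24 h at 37 °C with compounds at up to 57 uM. SteadyGlo luminescence gave expression; GF-AFC fluorescence gave viability.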
# HepG2 viability – kills HepG2 cells in TGF-b inhibitor counter-screen; 410,000 tested, 0.76% active; Potency, µM (doses to about 46.1 µM), inactives show at the top dose activity change, negative = cytotoxicity, hits mostly cytotoxic; HepG2 CAGA-GFP viability, ATP luminescence, 18 h; also: some results filed as inactive show a strong effect at the top dose
#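 CellTiter-Glo luminescence gave cytotoxicity after 18 hours at 37 degrees C. The cells were HepG2 CAGA-GFP in 1% FBS DMEM, stimulated with 500 pg/mL TGF-beta after compound addition. %Activity was normalised to no-cell wells (complete cell-killing) and DMSO (no toxicity), and curves were fitted and classified.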
# Nrf2 block – inhibitors of Nrf2 signaling | A549 ARE-Fluc reporter, luciferase luminescence, 18-24 h | Potency, µM (top dose mostly 46 µM), without a hit: top-dose activity change, negative = inhibition, most hits filed as inhibitors | 360,000 tested, 2.1% active | AID 504444; also: % is scaled to controls: 0 for no effect and ±100 for the full control effect; nearly all actives have a fitted effect of over 60% in size
#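 Reporter: ARE-Fluc in A549. Exposure: 18-24 h, 37 °C, 5% CO2, 5% FBS OPTI-MEM. Readouts: fluorescent cytotoxicity (CellTiter-Fluor), then luminescent Nrf2 signal after BugLite.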
# A549 tox – counter-screen for Nrf2 inhibitors: cytotoxicity in A549 cells | A549 ARE-Fluc cells, CellTiter-Fluor viability, 18-24 h | Potency, µM (series often up to 46 µM), inactives show at the highest dose activity change, negative = cytotoxicity, hits mostly inhibitors | 390,000 tested, 0.16% active | AID 504648; also: % is scaled to controls: 0 for no effect and ±100 for the full control effect
#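 A549 ARE_Fluc cells in 5% FBS OPTI-MEM were exposed to compounds in concentration-response for 18-24 h at 37 deg C. Viability was read by CellTiter-Fluor fluorescence (Ex 405/Em 525) after 30 min, before the luciferase read.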
# Nrf2 activator – Nrf2 pathway activation | AREc32 ARE-luciferase reporter (MCF7-derived line), luminescence, 24 h | Potency, µM (series often up to 46.1 µM), without a hit: top-dose activation, hits mostly activators | 410,000 tested, 0.31% active; also: % of control where 0% means no effect; nearly all actives have a fitted effect of over 65% in size
#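 Quantitative high-throughput format: AREc32 reporter cells, 1000 per well, received compound by pin transfer and were incubated 24 hr at 37 deg C, 5% CO2, before Steady-Glo luminescence detection.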
# EPAC2 antagonist – EPAC2 (human) antagonism | Q8WZA2 | EPAC2 GEF exchange of Rap1B-BODIPY-GDP, fluorescence | Potency, µM (highest dose often 114 µM), without a hit: at the top dose activity, negative = inhibition, hits mostly inhibitors | 360,000 tested, 0.18% active | AID 720708; also: % is scaled to controls: 0 for no effect and ±100 for the full control effect; nearly all actives have a fitted effect of over 45% in size; many of its hits are not listed in these tables
# Target sequence (Q8WZA2 whole entry, looked up): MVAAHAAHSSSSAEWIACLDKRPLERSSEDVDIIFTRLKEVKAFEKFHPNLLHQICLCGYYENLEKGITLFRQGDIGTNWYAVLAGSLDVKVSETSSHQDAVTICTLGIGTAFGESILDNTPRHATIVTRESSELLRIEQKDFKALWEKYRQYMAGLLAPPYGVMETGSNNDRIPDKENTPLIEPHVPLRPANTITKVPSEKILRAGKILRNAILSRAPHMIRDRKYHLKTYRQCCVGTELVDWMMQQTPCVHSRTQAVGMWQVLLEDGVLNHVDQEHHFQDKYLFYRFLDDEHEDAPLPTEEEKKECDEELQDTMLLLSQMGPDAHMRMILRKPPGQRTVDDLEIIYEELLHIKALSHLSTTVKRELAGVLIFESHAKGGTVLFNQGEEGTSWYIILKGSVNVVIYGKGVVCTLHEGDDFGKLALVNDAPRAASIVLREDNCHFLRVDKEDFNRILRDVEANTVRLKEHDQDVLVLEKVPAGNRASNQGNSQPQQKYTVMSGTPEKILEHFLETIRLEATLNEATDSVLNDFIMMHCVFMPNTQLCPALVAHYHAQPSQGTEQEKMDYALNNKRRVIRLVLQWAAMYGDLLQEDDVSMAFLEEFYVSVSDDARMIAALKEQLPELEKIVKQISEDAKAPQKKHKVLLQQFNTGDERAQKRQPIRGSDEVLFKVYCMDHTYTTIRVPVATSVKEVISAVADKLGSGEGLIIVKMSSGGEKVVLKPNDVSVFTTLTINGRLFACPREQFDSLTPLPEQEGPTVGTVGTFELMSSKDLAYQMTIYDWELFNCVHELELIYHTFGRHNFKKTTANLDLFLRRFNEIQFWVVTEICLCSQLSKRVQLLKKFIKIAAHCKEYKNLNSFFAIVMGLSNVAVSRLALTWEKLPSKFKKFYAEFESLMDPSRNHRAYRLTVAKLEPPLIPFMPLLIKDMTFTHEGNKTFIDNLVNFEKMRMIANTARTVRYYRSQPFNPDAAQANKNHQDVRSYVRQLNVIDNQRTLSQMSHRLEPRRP
# MCF10A rereplic – DNA re-replication induction in MCF 10a cells. MCF 10A DNA re-replication, Hoechst nuclear intensity, 48 h. Potency, µM (series often up to 46.1 µM), inactives show at the highest dose activity, positive = re-replication, actives largely listed as activators. 350,000 tested, 2.9% active; also: % of control where 0% means no effect; nearly all actives have a fitted effect of over 50% in size
# TGFb SMAD3 inh – blocks TGF-b signaling. 410,000 tested, 1.2% active. Potency, µM (highest dose often 46.1 µM), inactives show at the highest dose activity, negative = inhibition, hits mostly inhibitors. HepG2 CAGA-GFP TGF-b/SMAD3 reporter, GFP fluorescence, 18 h; TGF-beta stimulated, 500 pg/mL final; also: % is scaled to controls: 0 for no effect and ±100 for the full control effect; nearly all actives have a fitted effect of over 65% in size
#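 First, reporter cells (HEPG2 CAGA-GFP) rested 2 h at 37 degrees C. Next, compounds were pinned in and TGF-beta added to 500 pg/mL final. After 18 h, GFP was imaged per cell and summed per well.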
# S2 tox – reduces viability in counter-screen for ATXN expression inhibitors; S2 cells (HEK-293 line with an ATXN2-luciferase reporter) viability, CellTiter-Fluor protease fluorescence, 24 h; Potency, µM (doses to about 56.7 µM), usual class: cytotoxic; 400,000 tested, 0.49% active; AID 651635; also: nearly all actives have a fitted effect of over 40% in size
# Starred values were filed as active, the others as inactive; i = inactive; ? = inconclusive; nt = not tested or not shown; [ ] = dose if it differs, or a comment. Calls follow the shape of the dose curve; as a rule, active = well fitted curve in the direction sought with a large enough effect; inconclusive = small, poorly fitted or top-dose-only effect, or another doubt; inactive = no such curve, though single readings can be large; an effect the other way counts as inactive or inconclusive. Potency is read from the fitted curve at half-maximal effect. This is a subset; count on the stated rates, not on these rows.
# Each structure is followed by: ATXN2 expr inh	HepG2 viability	Nrf2 block	A549 tox	Nrf2 activator	EPAC2 antagonist	MCF10A rereplic	TGFb SMAD3 inh	S2 tox
1. Cc1cc(NS(=O)(=O)c2ccc(NC(=O)CSc3nnc(-c4ccco4)n3C)cc2)nc(C)n1
  2%	10%	1%	1%	0.4%	-2%	1%	-18%	i
2. CCc1cc2c(NC3CCCC3)ncnc2s1
  -25%	-25%	?	-21%	-0.1%	3%	-2%	-17%	i
3. CCOc1cccc2sc(N(CCCN(C)C)C(=O)c3ccc(S(=O)(=O)N4CCc5ccccc5C4)cc3)nc12
  -28%	-37%	-4%	0%	17%	6%	?	?	i
4. CCOC(=O)Cc1csc(/N=C/c2c(O)n(-c3ccc(C)c(C)c3)c(=O)c3ccccc23)n1
  -13%	8%	?	-4%	-0.4%	6%	?	17%	i
5. Cc1ccc(S(=O)(=O)N(C)c2ccc(OCC(=O)OCc3nnc(-c4ccccc4)o3)cc2)cc1
  nt	6%	4%	?	4.2%	3%	9%	18%	i
6. N#C/C(=C(/O)CN1C(=O)c2ccccc2C1=O)c1nc2ccccc2[nH]1
  3%	5%	4%	0%	0.2%	6%	6%	15%	i
7. CCC1(CC)C(=O)C(C)(C)C(=O)OC1c1cccs1 (configuration not stated)
  6%	4%	-10%	-3%	-0.5%	2%	13%	?	i
8. CCn1c(SCC(=O)NCCOc2ccccc2)nc2ccccc2c1=O
  0%	6%	-13%	-6%	0.1%	5%[57.1 µM]	-2%	13%	i
9. COc1ccc2oc(=O)cc(-c3cc4cccc(OC)c4o3)c2c1
  1%	0%	-5%	0%	-0.3%	-3%	-3%	5%	i
10. CCOC(=O)c1cc(NC(=O)/C=C\C(=O)O)ccc1Cl
  -26%	-1%	-1%	2%	0.2%	12%	0%	-19%	i
11. CN(C)c1cccc(C(=O)N(Cc2ccccc2)Cc2ccccc2)c1
  36%	1%	-9%	-2%	0.5%	-26%	4%	-22%	i
12. COc1ccc(CCNc2ncnc3nc[nH]c23)cc1OC
  -21%	-17%	-23%	-5%	0.3%	3%	0%	5%	?
13. COc1ccc(CCNC(=O)c2coc3ccccc3c2=O)cc1
  -14%	-12%	13µM*	-7%	-0.1%	-9%	-4%	7%	i
14. CC1=NN(C(N)=S)C(=O)C1N=Nc1ccc(O)cc1 (configuration not stated)
  15%	-4%	6%	?	3.8%	-28%	19%	-17%	i
15. O=C(CSc1ccccn1)Nc1nonc1[N+](=O)[O-]
  nt	13µM*	?	-3%	-3.0%	19%	7%	11µM*	13µM*

# Going on with the list:
# Each structure is followed by: ATXN2 expr inh	HepG2 viability	Nrf2 block	A549 tox	Nrf2 activator	EPAC2 antagonist	MCF10A rereplic	TGFb SMAD3 inh	S2 tox
16. O=C(c1cccs1)c1coc2ccc(O)cc12
  58%[activator]	0%	16%	-5%	?	2%	2%	3%	i
17. C/C=C/Cn1c(N(C)Cc2ccccc2)nc2c1c(=O)[nH]c(=O)n2C
  -7%	-32%	?	2%	-0.2%	4%	-1%	-12%	?
18. Cc1ccc(C(C)NC(=O)c2ccco2)cc1 (configuration not stated)
  0%	-6%	18%	9%	0.0%	-3%	-2%	3%	i
19. O=C1N2c3ccccc3CCc3cccc(c32)C1(O)C(F)(F)F (configuration not stated)
  -20%	-29%	?	0%	0.3%	-23%	?	?	i
20. O=c1[nH]ncc(N/N=C\c2cccnc2)c1Cl
  nt	-10%	-11%	1%	-0.5%	5%	7%	2%	i
21. COc1cc(NC(=O)c2cc([N+](=O)[O-])ccc2NC(=O)CNC2CCCCC2C)cc(OC)c1 (configuration not stated)
  -19%	2%	-11%	-3%	2.3%	-10%	1%	-3%	i
22. O=C(CO/N=C/c1ccccc1OC(F)F)NC1CCCC1
  2%	-3%	-25%	2%	-0.7%	-10%	12%	15%	i
23. CC(=O)c1cccc(NC(=O)c2nc(-c3ccccc3)n(-c3cccc(C)c3)n2)c1
  -33%	-38%	18µM*	-12%	4.2%	nt	nt	-26%	?
24. O=C(CN1CCN(c2ccccc2F)CC1)c1ccc2cc[nH]c2c1
  22%	-23%	8%	3%	3.5%	-3%	7%	-16%	i
25. CC(C)CN(CC(C)C)S(=O)(=O)N1CCC(C(=O)NCCN2CCOCC2)CC1
  1%	11%	-5%	0%	-0.3%	10%	-2%	-5%	i
26. Cc1nc(C(F)(F)F)ccc1C(=O)N1CCC(C)(C(=O)NS(=O)(=O)C2CC2)C1 (configuration not stated)
  -2%	0%	nt	nt	0.7%	19%	nt	28%	i
27. O=C(CNC(=S)NC(=O)c1cccs1)c1ccccc1
  24%	-32%	10%	1%	?	-8%	7%	-4%	i
28. N#CCc1nc(CSc2nc3ccccc3o2)cs1
  64%[activator]	-16%	?	-3%	3.1%	-4%	-7%	-9%	i
29. CCCOc1c(Br)cc(C(=O)OCC(=O)NC(=O)c2cccn2C)cc1OC
  ?	-54%	-4%	2%	-0.4%	10%	2%	2%	?
30. COc1nc(C#N)nc(N2CCCCC2)n1
  nt	-26%	-27%	-1%	nt	nt	nt	-23%	nt

# Remaining list, next part.
# Each structure is followed by: ATXN2 expr inh	HepG2 viability	Nrf2 block	A549 tox	Nrf2 activator	EPAC2 antagonist	MCF10A rereplic	TGFb SMAD3 inh	S2 tox
31. CCOc1ccc(-c2nnn(CCC#N)n2)cc1OC
  -24%	-2%	7%	-5%	-0.1%	-3%	1%	-12%	nt
32. COCCN1CCN(C(=O)c2cc(COc3cc(C)ccc3C)on2)CC1
  nt	-12%	12%	2%	5.4%	-15%	-3%	-20%	i
33. O=C(CCc1c[nH]c2ccccc12)NCC1COc2ccccc2O1 (configuration not stated)
  10%	1%	3%	3%	0.3%	3%	0%	-5%	?
34. O=C(Nc1ccc(Cl)cn1)c1ccc2c(Cl)c3c(nc2c1)CCC3
  39%	-20%	?	9%	-0.3%	-21%	3%	1%	i
35. CCc1nc2nc(C)cc(Nc3cc(Cl)ccc3C)n2n1
  -9%	-15%	6%	1%	0.0%	nt	nt	-5%	i
36. CCOCCn1ccc2c(OCC(=O)NCCc3ccc(OC)c(OC)c3)cccc2c1=O
  -2%	6%	-12%	-18%	-0.6%	12%	-1%	-1%	i
37. COc1ccc(C(C(=O)NC2CCCCC2)N(CC2CCCO2)C(=O)CCCC(=O)Nc2ccccn2)cc1 (configuration not stated)
  -2%	2%	-22%	?	-0.5%	1%	2%	21%	i
38. O=C(Nc1cccnc1)Nc1ccc(Cl)cc1Cl
  nt	-29%	-25%	-1%	5.9%	-13%[57.1 µM]	12%	?	i
39. CSc1ccccc1C(=O)C1CCCN(C(=O)c2cc(C(C)C)no2)C1 (configuration not stated)
  1%	-17%	-5%	-1%	0.5%	1%	13%	4%	i
40. CN(Cc1ccccc1)C(=O)COC(=O)Cn1cnc2ccccc21
  0%	16%	5%	-9%	-0.2%	7%	-1%	1%	i
41. COc1ccc(OCC(=O)Nc2c3c(nn2C(C)(C)C)CS(=O)(=O)C3)cc1
  -5%	0%	2%	21%	-0.3%	-5%	-17%	1%	i
42. Cc1c(Nc2nc(-c3ccc(Cl)cc3)cs2)c(=O)n(-c2ccccc2)n1C
  -11%	-17%	?	11%	2.5%	-5%	6%	0%	i
43. C=C1C(=O)OC2C1CCC(C)=C1C(=O)C3OC3(C)C12 (configuration not stated)
  7.1µM*	4.5µM*	16µM*	?	-2.9%	3%	?	4.5µM*	8.9µM*
44. CCOC(=O)c1sc(S(C)=O)c2c1CCc1conc1-2 (configuration not stated)
  nt	-20%	-19%	1%	?	6%	4%	-22%	i
45. O=C(CCn1cnnn1)Nc1ccc(Cl)cc1Cl
  -5%	1%	-3%	2%	0.3%	-1%	-8%	-5%	i

# Reformatted: entries from further up.
no. | Structure | ATXN2 expr inh | HepG2 viability | Nrf2 block | A549 tox | Nrf2 activator | EPAC2 antagonist | MCF10A rereplic | TGFb SMAD3 inh | S2 tox
35 | CCc1nc2nc(C)cc(Nc3cc(Cl)ccc3C)n2n1 | -9% | -15% | 6% | 1% | 0.0% | nt | nt | -5% | i
37 | COc1ccc(C(C(=O)NC2CCCCC2)N(CC2CCCO2)C(=O)CCCC(=O)Nc2ccccn2)cc1 (configuration not stated) | -2% | 2% | -22% | ? | -0.5% | 1% | 2% | 21% | i
33 | O=C(CCc1c[nH]c2ccccc12)NCC1COc2ccccc2O1 (configuration not stated) | 10% | 1% | 3% | 3% | 0.3% | 3% | 0% | -5% | ?
45 | O=C(CCn1cnnn1)Nc1ccc(Cl)cc1Cl | -5% | 1% | -3% | 2% | 0.3% | -1% | -8% | -5% | i
42 | Cc1c(Nc2nc(-c3ccc(Cl)cc3)cs2)c(=O)n(-c2ccccc2)n1C | -11% | -17% | ? | 11% | 2.5% | -5% | 6% | 0% | i
44 | CCOC(=O)c1sc(S(C)=O)c2c1CCc1conc1-2 (configuration not stated) | nt | -20% | -19% | 1% | ? | 6% | 4% | -22% | i

# The list continues:
# Each structure is followed by: ATXN2 expr inh	HepG2 viability	Nrf2 block	A549 tox	Nrf2 activator	EPAC2 antagonist	MCF10A rereplic	TGFb SMAD3 inh	S2 tox
46. CCOC(=O)n1c(O)c(N=NC(N)=S)c2cc(C)ccc21
  -4%	-41%	4%	1%	-0.4%	-1%	1%	20%	i
47. CCN(CC)CCCNC(=O)CCn1nc(-c2ccc(Cl)cc2)ccc1=O
  27%	-18%	1%	-1%	-0.6%	3%	0%	-2%	i
48. O=C(NCc1ccccc1)C1Cc2ccccc2CN1C(=O)c1ccco1 (configuration not stated)
  2%	18%	-7%	-1%	1.4%	5%	-3%	-1%	i
49. O=C(CN(C(=O)CCC(=O)Nc1ccccn1)c1cccc(F)c1)NCc1ccco1
  2%	-30%	-3%	-12%	-0.2%	3%	1%	-2%	i
50. Cn1nnnc1Sc1ncnc2scc(-c3ccc([N+](=O)[O-])cc3)c12
  7.1µM*	-103%	18µM*	?	?	12%	2.6µM*	13µM*	16µM*
51. CC(=O)OCON[N+]([O-])=NC1CCCCC1
  nt	-6%	5%	1%	nt	nt	nt	-7%	nt
52. COc1ccc(S(=O)(=O)NC(C)C(=O)Nc2ccccc2)cc1Cl (configuration not stated)
  0%	-27%	6%	1%	0.2%	19%	11%	-23%	i
53. CCOc1ccc2oc(=O)cc(CN3CCN(C(=O)c4ccc(F)cc4)CC3)c2c1
  nt	-4%	12%	2%	4.8%	nt	nt	?	nt
